ERa coact pot – enhancers of ERα–SRC-1 coactivator binding, primary screen, biochemical, TR-FRET, ERα LBD, low estradiol; Estrogen receptor (Homo sapiens), P03372; TR-FRET ERalpha-LBD/SRC-Cy5 coactivator binding, 2 h; 100 = basal binding, no effect; coactivator binding (% of control), % at 25.6 µM; 86,000 compounds, 1.3% hits; in the data active = activity above about 200%;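 note: binding measured in presence of low estradiol as agonist stimulus; 0% = peptide alone without receptor and 100% = receptor with peptide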
Target sequence (P03372 whole entry, looked up, the tested form may be a part): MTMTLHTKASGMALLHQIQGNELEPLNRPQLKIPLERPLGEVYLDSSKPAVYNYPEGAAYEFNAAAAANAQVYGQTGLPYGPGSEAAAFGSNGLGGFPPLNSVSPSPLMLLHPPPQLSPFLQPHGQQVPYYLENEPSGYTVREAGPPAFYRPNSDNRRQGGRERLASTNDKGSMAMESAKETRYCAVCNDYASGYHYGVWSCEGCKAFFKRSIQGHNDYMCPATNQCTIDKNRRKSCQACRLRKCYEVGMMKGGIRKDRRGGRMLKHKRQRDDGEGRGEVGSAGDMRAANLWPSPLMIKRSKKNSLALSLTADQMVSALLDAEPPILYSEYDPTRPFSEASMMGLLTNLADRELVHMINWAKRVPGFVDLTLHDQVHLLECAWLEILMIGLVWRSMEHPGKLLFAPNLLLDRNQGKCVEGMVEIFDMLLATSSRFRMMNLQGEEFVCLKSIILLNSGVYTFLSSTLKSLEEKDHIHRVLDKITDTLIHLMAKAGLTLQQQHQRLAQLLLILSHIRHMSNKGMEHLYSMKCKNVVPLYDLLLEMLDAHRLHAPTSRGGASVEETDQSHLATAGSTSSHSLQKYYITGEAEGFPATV
CYP2C19 act – human CYP2C19 activators, primary screen, biochemical, luminescence; Cytochrome P450 2C19 (Homo sapiens), P33261; recombinant CYP2C19, luciferin-H EGE luminescence; active compounds read high; 0 = fully inhibited enzyme, 1 = untreated enzyme; activation factor at 5 µM; 96,000 tested, under 10 active;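 active = activation factor of at least 2 at 5 µM in the primary screen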;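 note: 0 = wells with 2.5 mM tranylcypromine and 1 = vehicle-only wells; values of inactives mirror those of a sister screen read the other way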
Target sequence (P33261 whole entry, looked up): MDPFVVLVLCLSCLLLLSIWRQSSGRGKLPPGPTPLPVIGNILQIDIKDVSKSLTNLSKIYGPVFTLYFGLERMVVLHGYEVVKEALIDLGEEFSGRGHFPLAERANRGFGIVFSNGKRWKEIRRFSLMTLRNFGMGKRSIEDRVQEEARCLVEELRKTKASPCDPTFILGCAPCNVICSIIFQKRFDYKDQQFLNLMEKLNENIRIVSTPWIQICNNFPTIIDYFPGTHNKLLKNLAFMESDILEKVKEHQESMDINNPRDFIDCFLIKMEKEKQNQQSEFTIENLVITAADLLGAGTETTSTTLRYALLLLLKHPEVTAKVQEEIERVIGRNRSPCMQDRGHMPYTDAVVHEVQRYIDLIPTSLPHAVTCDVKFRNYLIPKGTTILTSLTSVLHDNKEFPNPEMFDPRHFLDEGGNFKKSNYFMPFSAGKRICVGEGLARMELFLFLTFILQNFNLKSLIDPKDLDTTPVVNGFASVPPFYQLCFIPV
Fibroblast inh – antiproliferative effect on LL 47 fibroblasts – human, LL 47 cells, CellTiter-Glo luminescence, primary screen; LL 47 human lung fibroblast viability, ATP luminescence; active compounds read low; viability, % at 10 µM; 85,000 compounds, 1.1% hits;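 active = viability at or below 50% in the single dose screen; inactive = viability above 50%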;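 note: compound exposure lasted 72 h before the ATP readout; 100% = median luminescence of untreated cell-only wells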
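Test system: LL 47 human lung fibroblasts / Quantity: 1,150 cells in each well / Medium: IMEM growth medium with 15% fetal bovine serum / Incubation: 72 h compound exposure at 37 °C after overnight plating / Detection: CellTiter-Glo luminescence measuring cellular ATP / Read-out: % viability versus median cells-only luminescence / Benchmarks: cell-only wells, no compound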
H69AR growth 86K – proliferation blockers of H69AR lung cancer cells, primary screen, cell-based, human, 86K library; AID 598, 2007; viability, % at 10 µM; H69AR lung tumor viability, ATP luminescence, 72 h; active compounds read low; 85,000 compounds, 6% hits;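 active = viability at or below 40%; inactive = viability above 40%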;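 note: multidrug resistant small cell line overexpressing MRP-1 efflux transporter; 100% = mean luminescence of untreated control wells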
HUVEC prolif 384 – inhibitors of HUVEC proliferation, primary screen, cell-based, 384-well; CellTiter-Glo luminescence, 72 h; active compounds read low; viability, % at 10 µM (by protocol); 86,000 compounds, 1.1% hits; AID 648, 2007;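 active = viability at or below 30%; inactive = viability above 30%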;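 note: 100% = median luminescence of DMSO-only cell control wells on each plate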
CYP2C19 inhib – blockers of cytochrome P450 2C19 activity – biochemical, luminescence, ADME assay, primary screen. P33261. CYP2C19 Supersomes, luciferin-H EGE luminescence, 30 min. inhibition, % at 5 µM. 96,000 compounds, 21% hits. AID 778, 2007;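 active = CYP2C19 inhibition above a set limit at 5 µM in the primary screen, cut at about 50% in these data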;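 note: plate controls were negative control wells for no effect and 2.5 mM tranylcypromine positive control for full effect; values of inactives mirror those of a sister screen read the other way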
ERa coact inh – ERα–SRC-1 coactivator interaction inhibitors, primary screen, biochemical, TR-FRET, ERα LBD, estradiol-bound; Estrogen receptor (Homo sapiens), P03372; TR-FRET ER-alpha LBD / SRC-1 peptide; inhibition, % at 25.6 µM; 86,000 compounds, 1.7% hits; in the data active = inhibition above about 50%;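 note: 0% = receptor plus peptide control and 100% = peptide only without receptor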
CD11b adhes enh – enhancers of CD11b/CD18 adhesion to fibrinogen, primary screen, K562 cells, luminescence; Integrin beta-2 (Homo sapiens) + Integrin alpha-M (Homo sapiens), P05107+P11215; 93,000 compounds, 0.07% hits; AID 1499, 2009; activation, % at 10 µM; ATPlite luminescence;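 active = 10 µM primary screen giving 50% or more activity, confirmed by 40% or more on retest at that dose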; note: strong numbers were not always called active; reference of the scale not given here
CD11b adhes inh – inhibitors of CD11b/CD18 adhesion to fibrinogen, primary screen, K562 cells, luminescence. AID 1497, 2009. inhibition, % at 10 µM. ATPlite luminescence; Mn2+ added to activate the integrin. 93,000 compounds, 0.54% hits. Integrin beta-2 (Homo sapiens) + Integrin alpha-M (Homo sapiens), P05107+P11215;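 active = primary inhibition of 50% or more at 10 µM, then 40% or more on retest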; note: some results filed as inactive read as strong as hits
An asterisk follows results filed as active; . = no result given; [ ] = dose if it differs, or a comment.

Start of the data: the first nine compounds (preview)
Values run as follows: ERa coact pot | CYP2C19 act | Fibroblast inh | H69AR growth 86K | HUVEC prolif 384 | CYP2C19 inhib | ERa coact inh | CD11b adhes enh | CD11b adhes inh
> CSc1nc(-c2ccco2)nn1C(=O)c1ccc(Cl)cc1
    105 | 1.1 | 94 | 101 | 104 | -7 | -4 | -4 | -5
> Cc1cc(=O)n2[nH]c(-c3ccc(C(C)(C)C)cc3)cc2n1
    . | 0.5 | . | . | . | 45 | . | -3 | 10
> Oc1ccc(Cl)cc1C1=Nc2ccccc2N=C(c2ccco2)C1
    128 | . | 62 | 72 | 40 | . | 0[fluorescence artefact?] | . | .
> CN1CCc2c(sc(N)c2C(N)=O)C1
    . | 1.1 | . | . | . | -15 | . | 0 | 3
> CCC(C)c1ccc(O)c(NC(=O)c2cccnc2)c1 (stereo not drawn)
    72 | 0.6 | 101 | 94 | 99 | 35 | -3[fluorescence artefact?] | -4 | 5
> Cc1ccc2nc(NCCCO)[nH]c2c1
    98 | . | 97 | 90 | 90 | . | 0 | . | .
> COc1ccc(-c2ccc(CCC(=O)O)n2NC(=O)c2cccs2)cc1
    95 | . | 98 | 101 | 107 | . | -21 | . | .
> COc1ccc(C(=O)Nc2cccc(C(C)=O)c2)cc1OC
    110 | 0.6 | . | 60 | 100 | 41 | -2 | -5 | -8
> CCCCC(=O)Nc1ccc(Cl)cn1
    113 | 0.8 | 103 | 106 | 109 | 16 | 4 | -1 | -3

The list itself, from the first entry:
Values run as follows: ERa coact pot | CYP2C19 act | Fibroblast inh | H69AR growth 86K | HUVEC prolif 384 | CYP2C19 inhib | ERa coact inh | CD11b adhes enh | CD11b adhes inh
> CSc1nc(-c2ccco2)nn1C(=O)c1ccc(Cl)cc1
    105 | 1.1 | 94 | 101 | 104 | -7 | -4 | -4 | -5
> Cc1cc(=O)n2[nH]c(-c3ccc(C(C)(C)C)cc3)cc2n1
    . | 0.5 | . | . | . | 45 | . | -3 | 10
> Oc1ccc(Cl)cc1C1=Nc2ccccc2N=C(c2ccco2)C1
    128 | . | 62 | 72 | 40 | . | 0[fluorescence artefact?] | . | .
> CN1CCc2c(sc(N)c2C(N)=O)C1
    . | 1.1 | . | . | . | -15 | . | 0 | 3
> CCC(C)c1ccc(O)c(NC(=O)c2cccnc2)c1 (stereo not drawn)
    72 | 0.6 | 101 | 94 | 99 | 35 | -3[fluorescence artefact?] | -4 | 5
> Cc1ccc2nc(NCCCO)[nH]c2c1
    98 | . | 97 | 90 | 90 | . | 0 | . | .
> COc1ccc(-c2ccc(CCC(=O)O)n2NC(=O)c2cccs2)cc1
    95 | . | 98 | 101 | 107 | . | -21 | . | .
> COc1ccc(C(=O)Nc2cccc(C(C)=O)c2)cc1OC
    110 | 0.6 | . | 60 | 100 | 41 | -2 | -5 | -8
> CCCCC(=O)Nc1ccc(Cl)cn1
    113 | 0.8 | 103 | 106 | 109 | 16 | 4 | -1 | -3
> Cc1nnc(NC(=O)CSc2nnc(Cc3cccn3C)n2-c2cccc(C)c2C)s1
    98 | . | 94 | 95 | 90 | . | -10 | . | .
> Cc1nc(SCCO)c2oc3ccccc3c2n1
    100 | 0.7 | 100 | 97 | 112 | 27 | 0 | 0 | 4
> CCCn1c(=O)c(C(=O)c2ccccc2)nc2ccccc21
    116 | 0.7 | 103 | 98 | 92 | 26 | 7 | . | .
> C/C=C(\C)C(=O)OC1c2c(ccc3ccc(=O)oc23)OC(C)(C)C1OC(C)=O (stereo not drawn)
    93[fluorescence artefact?] | . | 102 | 59 | 106 | . | 11 | . | .
> O=C(Nc1ccc(Br)cc1)c1cccc(NC(=O)C2C3CC4OC(=O)C2C4C3)c1 (stereo not drawn)
    115 | 0.8 | 96 | 80 | 94 | 25 | 4[fluorescence artefact?] | -4 | 4
> COC(=O)c1ccc(NC(=O)CN(C2CCCCC2)S(C)(=O)=O)cc1
    126 | 0.8 | 88 | 38* | 90 | 25 | 28 | 0 | 8
> O=C(c1cc2nc(-c3ccccc3)cc(C(F)(F)F)n2n1)N1CCOCC1
    106 | 0.6 | 95 | 89 | 95 | 41 | -9 | 5 | -3
> Cc1nc(-c2ccccc2)sc1-c1nc(-c2cccs2)ncc1S(=O)(=O)c1ccccc1
    . | 0.8 | . | . | . | 17 | . | -1 | -2
> COc1ccccc1CC(=O)Nc1ccc(-c2nnc(-c3ccco3)o2)cc1
    113[fluorescence artefact?] | 0.8 | 106 | 77 | 95 | 23 | 23 | 9 | -10
> Cc1sc2nc(-c3ccco3)oc(=O)c2c1C
    109 | 0.8 | 100 | 95 | 93 | 21 | 9[fluorescence artefact?] | -1 | 1
> Cc1cc(O)c(-c2cc(C(=O)Nc3ccc(S(=O)(=O)N4CCOCC4)cc3)[nH]n2)cc1C
    134[fluorescence artefact?] | 0.8 | 49* | 33* | 45 | 15 | 28 | 10 | -17

Later entries.
Values run as follows: ERa coact pot | CYP2C19 act | Fibroblast inh | H69AR growth 86K | HUVEC prolif 384 | CYP2C19 inhib | ERa coact inh | CD11b adhes enh | CD11b adhes inh
> Cc1cc(C)cc(N(CC(=O)NCc2ccco2)C(=O)CCC(=O)Nc2ccccn2)c1
    108 | 0.4 | 94 | 102 | 90 | 61* | -7[fluorescence artefact?] | -3 | 33
> CC1(C)Oc2ccc(C(=O)NC3CCCC3)cc2N(CC(=O)NC2CCCCC2)C1=O
    126[fluorescence artefact?] | 0.7 | 98 | 81 | 102 | 34 | -2 | 4 | -8
> O=C(/C=C/Nc1ccc(F)cc1)c1ccco1
    93 | 1 | 92 | 71 | 83 | 3 | -10 | -8 | 43
> CCOc1c(Cl)cc(CNCC(C)C)cc1OC
    109[fluorescence artefact?] | 0.3 | 99 | 99 | 92 | 71* | -8 | -3 | 0
> O=C1CCCc2nc(N3CCCCC3)sc21
    121 | 1 | 110 | 117 | 105 | -2 | -3 | 1 | -28
> N/C(=N\OC(=O)c1cc(-c2ccccc2)nc2ccccc12)c1ccncc1
    . | 0.7 | . | . | . | 30 | . | -5 | 2
> COCCn1c(=O)[nH]c2cc(C(=O)OC)ccc2c1=O
    98 | 1 | 99 | 84 | 103 | 1 | -5 | -6 | 11
> Cn1c(C(=O)N2COCC2(C)C)cc2c(=O)n3ccccc3nc21
    118 | 1 | 111 | 90 | 89 | 4 | -11 | . | .
> Cc1ccc(C)c(C(=O)COc2ccc(C)nc2[N+](=O)[O-])c1
    . | 0.7 | . | . | . | 28 | . | 3 | -35
> CCSc1nnc(NC(=O)Cc2ccc(OC)c(S(=O)(=O)N3CCOCC3)c2)s1
    111 | 1 | 101 | 83 | 107 | -4 | 2[fluorescence artefact?] | 0 | 2
> O=C(CNC(=S)N(Cc1ccccc1F)C1CCCCC1)NC1CC1
    96 | 0.7 | 110 | 92 | 107 | 33 | -5 | 2 | -29
> CCc1nccn1S(=O)(=O)c1ccc(OC)c(C)c1C
    114 | 0.3 | 110 | 99 | 97 | 71* | -5 | -3 | -13
> COc1ccc(C)cc1S(=O)(=O)N(CC(=O)O)c1ccc(F)cc1
    114 | 1 | 94 | 95 | 93 | 0 | -6 | 0 | -5
> Cc1nc2cc(C(=O)OCC(=O)NC3CCS(=O)(=O)C3)ccc2n1-c1ccccc1 (stereo not drawn)
    83 | 1.1 | 104 | 89 | 92 | -5 | 2 | -7 | -1
> CN1CCc2c(sc3nc(SCC(N)=O)n(-c4ccccc4)c(=O)c23)C1
    33[fluorescence artefact?] | 0.3 | 102 | . | 99 | 69* | 40 | -2 | 3
> COc1ccccc1NC(=O)Cc1noc(CSc2cc(C)c3ccccc3n2)n1
    120 | 0.1 | 97 | 89 | 98 | 93* | -7 | 3 | 12
> COC(=O)/C=C1/S/C(=N/NC(=O)c2ccccc2C)NC1=O
    91 | 0.9 | 93 | 75 | 84 | 6 | -2 | -3 | -30
> COc1ccc(CCN2C(=O)CC(Nc3ccc(N4CCOCC4)cc3)C2=O)cc1OC (stereo not drawn)
    128 | 0.9 | 93 | 89 | 98 | 14 | 0 | 3 | -5
> COCCN(C(=O)Cc1cccs1)C(C(=O)NCc1ccc(OC)cc1)c1ccc(C(C)C)cc1 (stereo not drawn)
    . | 0.5 | . | . | . | 48 | . | -2 | -12
> O=C1C2=C(c3ccccc31)[N+](=O)[C@@H]1CCCC[C@@H]1N2[O-]
    42 | 1 | 104 | . | 98 | 5 | -5 | -6 | 8

Going on with the list.
Values run as follows: ERa coact pot | CYP2C19 act | Fibroblast inh | H69AR growth 86K | HUVEC prolif 384 | CYP2C19 inhib | ERa coact inh | CD11b adhes enh | CD11b adhes inh
> COc1ccccc1CN(Cc1ccco1)S(=O)(=O)c1ccc(-n2cnnn2)c(OC)c1
    111 | 0.3 | 93 | 89 | 87 | 67* | 10 | 7 | -10
> CCOc1ccccc1-c1nc(-c2ccc(NC(=O)c3ccc(Br)o3)cc2)no1
    384* | 0.2 | 74 | 55 | 54 | 77* | 30 | 63 | -10
> COc1cc(NC(=O)CN2CCN(S(=O)(=O)c3ccc(C(C)C)cc3)CC2)cc(OC)c1
    . | 0.3 | . | . | . | 74* | . | 1 | 13
> CC(=O)Nc1ccc(NC(=O)Cn2cc3c(n2)CCCC3)cc1
    98 | 1.1 | 103 | 110 | 105 | -10 | -1 | -7 | -7
> NC1=NC(c2ccc(Br)cc2)n2c(nc3ccccc32)N1 (stereo not drawn)
    31[fluorescence artefact?] | 0.1 | 101 | 93 | 86 | 94* | 37 | -2 | 9
> O=C(O)CN1C(=O)COc2cc(S(=O)(=O)N3CCCC3)ccc21
    110 | 1 | 92 | 94 | 100 | -2 | 0 | -3 | -5
> COc1ccc(Cl)cc1NC(=O)C1CSC(c2ccncc2)=N1 (stereo not drawn)
    189 | . | 78 | 30* | 84 | . | 4 | . | .
> O=C(COc1ccccc1)c1cn(CC(=O)N2CCOCC2)c2ccccc12
    103 | 0.7 | 97 | 98 | 89 | 34 | 10 | -1 | 0
> CCCOc1ccc(C(=O)Nc2ccc(Cl)cn2)cc1
    126 | 0.7 | 94 | 90 | 95 | 25 | 11[fluorescence artefact?] | -4 | -4
> CCCOc1ccc(NC2=CC(=O)CC(C)(C)C2)cc1
    92[fluorescence artefact?] | 0.6 | 96 | 90 | 93 | 37 | 5 | -7 | -10
> CCC(C)C(=O)Nc1cc(OC)c(OC)cc1C(=O)O (stereo not drawn)
    106 | 1 | 102 | 105 | 93 | -2 | -7 | 2 | -4
> CC(C)N(C(=O)CSc1nnc(CN2CCCCCC2=O)n1-c1ccccn1)C(C)C
    126 | 1 | 102 | 97 | 94 | -3 | -4 | -1 | -16
